Bioassay records deposited in PubChem BioAssay by several laboratories.
STK33 kinase inh: inhibitors of human STK33 kinase; hit rate 0.073% among 320,000; inhibition, % at 10 µM; AID 2661; purified STK33, MBP phosphorylation, ADP-Glo luminescence; Q9BYT3;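 active = inhibition at or above 25%, using the most active replicate where run in duplicate; inactive = inhibition below 25%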
Target sequence (Q9BYT3 whole entry, looked up): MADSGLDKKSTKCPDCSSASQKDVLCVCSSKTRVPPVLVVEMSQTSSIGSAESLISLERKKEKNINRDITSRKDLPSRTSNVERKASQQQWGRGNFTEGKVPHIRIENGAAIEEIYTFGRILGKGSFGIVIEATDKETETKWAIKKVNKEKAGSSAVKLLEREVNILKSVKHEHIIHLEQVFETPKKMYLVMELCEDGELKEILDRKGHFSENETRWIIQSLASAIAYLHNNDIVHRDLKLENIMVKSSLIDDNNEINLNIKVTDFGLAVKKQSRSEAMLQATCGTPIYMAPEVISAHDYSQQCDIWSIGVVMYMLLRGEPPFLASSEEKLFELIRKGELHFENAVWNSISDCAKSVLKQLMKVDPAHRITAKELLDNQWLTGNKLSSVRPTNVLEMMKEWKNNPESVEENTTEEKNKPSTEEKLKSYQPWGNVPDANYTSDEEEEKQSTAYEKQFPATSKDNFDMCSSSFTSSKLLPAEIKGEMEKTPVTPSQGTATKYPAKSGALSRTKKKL
Kir21 block: inhibitors of mouse Kir2.1 inward-rectifier potassium channel; P35561; hit rate 0.85% among 310,000; HEK293-Kir2.1, FluxOR thallium flux fluorescence; stronger effect = lower value; B-score at 10 µM;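 active = fluorescence ratio B-score at or below minus 3 SD of library scores, with starting-brightness B-score within 2 SD, cut at about -4.2 in these data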;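 note: channel flux triggered by added potassium and thallium sulfate stimulus; B-score of peak minus minimum fluorescence over baseline after thallium stimulus; more negative B-score means stronger Kir2.1 block with less thallium influx; some compounds called inactive have numbers as strong as hits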
Target sequence (P35561 whole entry, looked up): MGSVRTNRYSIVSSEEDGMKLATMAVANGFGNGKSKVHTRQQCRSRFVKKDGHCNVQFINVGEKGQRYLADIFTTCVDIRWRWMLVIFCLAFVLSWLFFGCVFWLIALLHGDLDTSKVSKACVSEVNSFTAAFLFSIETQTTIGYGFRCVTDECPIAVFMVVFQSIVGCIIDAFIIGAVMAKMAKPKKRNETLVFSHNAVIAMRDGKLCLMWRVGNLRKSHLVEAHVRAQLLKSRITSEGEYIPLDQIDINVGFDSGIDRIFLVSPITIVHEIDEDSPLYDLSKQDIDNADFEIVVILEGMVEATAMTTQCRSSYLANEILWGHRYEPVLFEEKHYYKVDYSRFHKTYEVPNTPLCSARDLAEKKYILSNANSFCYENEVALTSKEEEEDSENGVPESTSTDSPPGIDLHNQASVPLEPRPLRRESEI
The depositor's hits bear a star; . = no result given.

| STK33 kinase inh | Kir21 block | mol |
| --- | --- | --- |
| -0.7 | -0.7 | O=[N+]([O-])c1ccc(OCC(O)CNCCNc2nccc(C(F)(F)F)n2)cc1 (stereo not drawn) |
| -0.4 | -0.25 | CN1CCN(c2ccccc2NC(=O)COc2ccc(C3CCCCC3)cc2)CC1 |
| -1.0 | -6.4* | COc1ccccc1CCNC(=O)COc1cccc2c1OC(C)(C)C2 |
| -1.3 | 0.41 | O=C(Cn1nc(-c2ccc(F)cc2)ccc1=O)Nc1ccc2c(c1)OCCO2 |
| -1.5 | 1.1 | Cc1ccc(C(=O)Cn2nnc3ccccc32)cc1[N+](=O)[O-] |
| 0.3 | -0.05 | CCCCn1c(N)c(N(Cc2ccccc2OC)C(=O)CSCC(=O)Nc2cccc(C)c2)c(=O)[nH]c1=O |
| -0.3 | 1.4 | COC(CN(C)C(=O)c1ccc2c(c1)NC(=O)c1ccccc1S2)OC |
| 14 | -0.06 | Cc1ccsc1C(=O)Nc1nc2ccccc2[nH]1 |
| 1.0 | 0 | Cc1ccc(S(=O)(=O)N2CCC(CN3C(=O)c4cccc5cccc(c45)C3=O)CC2)cc1 |
| 0.0 | -1.6 | O=C(Nc1ccc(S(=O)(=O)N2CCOCC2)cc1)c1ccco1 |
| -2.4 | -0.49 | O=S(=O)(c1ccc(Br)s1)N1CCN(c2ccccn2)CC1 |
| -3.5 | -0.47 | COc1ccccc1N1CCN(C(=O)CCC(=O)O)CC1 |
| 3.1 | -2.8 | COc1ccc(-n2c(SCCC(=O)O)nnc2-c2ccncc2)cc1 |
| -1.1 | -0.96 | O=S(=O)(c1ccc(Cl)cc1)N1CCN(Cc2ccncc2)CC1 |
| 0.1 | 0.47 | O=C(NCC(c1ccc(F)cc1)N1CCOCC1)c1ccco1 (stereo not drawn) |
| 1.3 | -0.18 | Cc1cc(NC(=O)c2ccc(C)o2)no1 |
| 2.2 | 1.4 | COc1ccc([N+](=O)[O-])cc1NC(=O)COC(=O)C1CC1 |
| -0.6 | 0.02 | CCOc1ccc(C2/C(=C(\O)c3ccc4c(c3)OCCO4)C(=O)C(=O)N2CCCN2CCOCC2)cc1 (stereo not drawn) |
| -1.5 | -0.66 | COc1ccccc1NS(=O)(=O)c1cc(C(=O)N2CC(C)CC(C)C2)ccc1C (stereo not drawn) |
| -0.3 | -0.85 | Cc1ccc(S(=O)(=O)N2CCN(C(=O)CN3CCCCC3)C2)cc1 |
| 9.9 | -0.92 | O=c1[nH]cccc1-c1nc2ccccc2[nH]1 |
| 0.2 | 0.67 | CC(=O)Nc1ccc(S(=O)(=O)NC(C(=O)O)C(C)C)cc1 (stereo not drawn) |
| -0.3 | -1.2 | COc1cccc(/C=N/NC(=O)C(C)n2nc(C)c([N+](=O)[O-])c2C)c1O (stereo not drawn) |
| -0.7 | -0.54 | O=C(CC(=O)c1ccccc1)Nc1cc([N+](=O)[O-])ccc1Cl |
| 1.5 | -0.11 | C[C@H](NC(N)=O)C(=O)Nc1ccc(OCc2ccccc2)cc1 |
| 5.9 | -0.61 | CC(=O)Oc1cc2cccc(OC(C)=O)c(=O)c2c(OC(C)=O)c1OC(C)=O |
| -0.2 | 1.7 | COC(=O)c1ccc(NC(=O)COc2ccc(C3C(C#N)=C(N)Oc4c3ccc3ccccc43)cc2OC)cc1 (stereo not drawn) |
| 0.9 | -1.2 | CCCn1c(N)c(Sc2ccc(C)cc2)c(=O)n(CCC)c1=O |
| 1.7 | 1.1 | COC(=O)c1cccc(NC(=O)CSc2nncn2-c2ccccn2)c1 |
| -1.5 | -0.85 | CCc1cccc(NC(=O)CCNS(=O)(=O)c2ccc3c(c2)oc(=O)n3C)c1 |
| -2.7 | -0.58 | CCOC(=O)CCCNC(=O)c1cncc(O)c1 |
| -1.0 | -0.13 | CC(=O)N1CCCc2cc(S(=O)(=O)N(C)CCC#N)ccc21 |
| -0.1 | -1.2 | COc1ccccc1CCC(=O)OCC(=O)NC1CCCC1 |
| -1.6 | -1.6 | CSCCC(NC(=O)c1ccccc1Br)C(=O)N1CCC(C)CC1 (stereo not drawn) |
| 0.1 | -2 | C=CCn1c(SCc2ccc(C#N)cc2)nnc1-c1ccc(C)cc1 |
| -0.4 | . | O=C(NCc1ccccc1)c1nc[nH]c1C(=O)N1CCc2ccccc2C1 |
| 0.8 | -1 | CCCc1cc(=O)oc2cc(C)cc(OCC(=O)NCCCn3ccnc3)c12 |
| -2.0 | 0.83 | CCC(=O)N(C)/C=C1\Sc2ccccc2C1=O |
| -0.8 | . | CC12CCC(=O)N1C(C(=O)NNC(=O)COc1ccccc1F)CS2 (stereo not drawn) |
| 28* | -0.49 | O=C(CSc1nc(N2CCCCC2)nc(N2CCCCC2)n1)c1ccccc1 |
| 0.7 | 0.45 | COC(=O)c1cnc(SCc2ccc(C)cc2)n1C |
| -0.7 | 1.8 | COCCn1c(C)cc(C(=O)Cn2nc(C(=O)O)c3ccccc3c2=O)c1C |
| -0.4 | -1.7 | Cc1ccc(C2CC(=O)NC(SCC(=O)Nc3nccs3)=C2C#N)cc1 (stereo not drawn) |
| -0.4 | . | COc1ccc(NC(=O)N(C)C[C@H]2Oc3c(NS(=O)(=O)c4cn(C)cn4)cccc3C(=O)N([C@H](C)CO)C[C@@H]2C)cc1 |
| 0.4 | . | COc1ccc2sc(-c3ccc(SC)cc3)c(/C=C/c3ccc(OC)c(OC)c3)c2c1 |
| 0.1 | -0.28 | Nc1nnc(SCc2c(F)cccc2Cl)s1 |
| 0.1 | 1.2 | CN1CCC(NC(=O)c2ccncc2)CC1 |
| 3.4 | -0.76 | COc1ccc(-n2c(=O)c3c4c(sc3n(CC(=O)NCC3CCCO3)c2=O)CCCC4)c(OC)c1 (stereo not drawn) |
| -1.1 | 0.18 | Cc1ccc2occ(C(c3nnnn3C3CCCC3)N3CCN(C(=O)c4ccco4)CC3)c(=O)c2c1 (stereo not drawn) |
| -1.7 | 1.6 | O=C(N/N=C/c1ccc(N2CCOCC2)cc1)c1ccccc1OCCOc1ccccc1 |

Remaining list, next part.
| STK33 kinase inh | Kir21 block | mol |
| --- | --- | --- |
| -0.6 | 0.02 | CC(C)[C@H](NC(=O)c1ccc(Cl)c([N+](=O)[O-])c1)C(=O)O |
| -2.4 | 0.19 | S=c1[nH]nc(Cc2ccc(Br)cc2)n1/N=C/c1ccc(Cl)cc1 |
| 0.1 | 0.02 | Cc1ccc(C(=O)Nc2cc(C(C)C)c(O)c(C(C)C)c2)cc1 |
| 0.1 | -2.1 | Cc1cc(C(=O)OCC(=O)Nc2cccnc2Cl)c2ccccc2n1 |
| 0.3 | 0.32 | O=c1[nH]c(N/N=C\c2ccc3c(c2)OCO3)nc2ccccc12 |
| -0.5 | . | CCOc1ccccc1Nc1nnc(SCC(=O)NCC2CCCO2)s1 (stereo not drawn) |
| -2.0 | 1.2 | O=C(CCN1C(=O)S/C(=C\c2ccccc2)C1=O)NC1CCS(=O)(=O)C1 (stereo not drawn) |
| -3.4 | 1.1 | Cc1onc(C(=O)NCCc2ccccc2)c1[N+](=O)[O-] |
| -0.7 | 1.7 | COc1ccccc1NC(=O)C(=O)NNC(=O)COc1ccc2ccccc2c1 |
| 0.0 | 2.1 | Cc1ccc(S(=O)(=O)CNC(=S)c2ccc3ccccc3c2)cc1 |
| -1.1 | -0.35 | CC(C)Cc1nnc(NC(=O)C2CSC3(C)CCC(=O)N23)s1 (stereo not drawn) |
| -1.8 | 1.6 | Cc1nc2ccc(S(=O)(=O)NCC(=O)NCc3ccc4c(c3)OCO4)cc2s1 |
| -0.8 | -0.21 | C/C(Cl)=C/Cn1c(SCCN2CCOCC2)nc2c1c(=O)[nH]c(=O)n2C |
| -0.6 | -0.07 | COc1ccc(C2Oc3ccccc3N2C(C)=O)cc1 (stereo not drawn) |
| 2.6 | -1.1 | COc1ccc(NC(=S)N2CCN(S(=O)(=O)c3ccccc3)CC2)cc1OC |
| -1.3 | -2 | COc1ccc(NC(=O)NC2(C(=O)N3CCCCCC3)CCCCC2)cc1 |
| -0.9 | . | O=C(CN1C(=O)NC2(CCOc3ccccc32)C1=O)NCc1ccc(F)cc1 (stereo not drawn) |
| -0.6 | 0.54 | CO/N=C/c1ccc(Oc2ccc(C)cc2)nc1 |
| -0.1 | 0.06 | CC(=O)c1cccc(Nc2cc(C)nc3c(C)cccc23)c1 |
| 2.8 | 0.03 | COc1ccc(-c2cn[nH]c2-c2ccc(O)cc2O)cc1OC |

Reprinted at random: 4 entries already listed.
| STK33 kinase inh | Kir21 block | mol |
| --- | --- | --- |
| -0.6 | -0.07 | COc1ccc(C2Oc3ccccc3N2C(C)=O)cc1 (stereo not drawn) |
| -0.1 | 0.06 | CC(=O)c1cccc(Nc2cc(C)nc3c(C)cccc23)c1 |
| -1.8 | 1.6 | Cc1nc2ccc(S(=O)(=O)NCC(=O)NCc3ccc4c(c3)OCO4)cc2s1 |
| -0.9 | . | O=C(CN1C(=O)NC2(CCOc3ccccc32)C1=O)NCc1ccc(F)cc1 (stereo not drawn) |

Next section
| STK33 kinase inh | Kir21 block | mol |
| --- | --- | --- |
| -0.3 | -0.87 | COc1cccc(CC(=O)NCC2(N3CCCCC3)CCCCC2)c1 |
| -1.0 | -1.7 | CCOC(=O)c1c(C=O)c(C)n(Cc2ccccc2)c1C |
| -0.7 | 1.3 | O=C(CSc1nnnn1-c1ccc2c(c1)OCCO2)N1CCc2ccccc21 |
| 0.1 | -0.02 | COc1ccc(NC(=O)CSc2nnc(-c3ccccc3Cl)n2Cc2ccco2)c(OC)c1 |
| 1.3 | 1.2 | O=C(Cn1c(=O)oc2cc(S(=O)(=O)N3CCCC3)ccc21)Nc1ccccc1Br |
| -1.6 | -0.02 | C[N+](C)(C)CCCCCC[N+](C)(C)C |
| 0.7 | -2.4 | Nc1nonc1C(=O)NCCNCc1c(OCc2ccccc2F)ccc2ccccc12 |
| -0.8 | -1.2 | O=S(=O)(NC1c2cccc3cccc(c23)C1Sc1ncccn1)c1ccccc1 (stereo not drawn) |
| -0.2 | 1.4 | CC(Oc1ccc(Cl)cc1)C(=O)/C=C/N(C)C (stereo not drawn) |
| -0.2 | . | COc1ccccc1OCC(=O)NC1CCCCCCC1 |
| -0.5 | 0.23 | CCc1ccc(NC(=O)CS(=O)CC(=O)NCC2OCCc3ccccc32)cc1 (stereo not drawn) |
| 0.3 | -4 | Cc1onc(-c2c(Cl)cccc2Cl)c1C(=O)NCc1cccs1 |
| -1.2 | 0.15 | Cc1cc(C)n(/N=C/c2ccco2)c(=O)c1C#N |
| -0.4 | 0.34 | c1ccc2c(C[n+]3csc4ccccc43)cccc2c1 |
| -1.0 | -0.4 | COc1cc(NC(C(=O)Nc2cccc(C(C)=O)c2)c2ccccc2)cc(OC)c1OC (stereo not drawn) |
| -0.4 | -0.99 | CCC(=O)N1c2ccccc2NC2=C(C(=O)CCC2)C1c1ccco1 (stereo not drawn) |
| -1.1 | -0.29 | C1CCc2c(nc3nnnn3c2NCC2CC2)C1 |
| -1.1 | 0.54 | O=C(NC1CC1)c1ccc(CS(=O)c2ccccc2)o1 (stereo not drawn) |
| 0.0 | 2.9 | O=c1[nH]c(/C=C\c2cccc(Cl)c2)nc(O)c1[N+](=O)[O-] |
| -0.1 | . | CCCCOc1ccc(C(=O)NCC(=O)NCCOc2ccccc2OC)cc1 |

Complete entries as entered above.
C1CCc2c(nc3nnnn3c2NCC2CC2)C1 is listed with STK33 kinase inh = -1.1; Kir21 block = -0.29
O=C(NC1CC1)c1ccc(CS(=O)c2ccccc2)o1 (stereo not drawn) is listed with STK33 kinase inh = -1.1; Kir21 block = 0.54
CCCCOc1ccc(C(=O)NCC(=O)NCCOc2ccccc2OC)cc1 is listed with STK33 kinase inh = -0.1; Kir21 block = .

Next compounds follow:
| STK33 kinase inh | Kir21 block | mol |
| --- | --- | --- |
| -1.1 | . | O=C(CCC1COc2ccccc2O1)Nc1ccc(Cl)cn1 (stereo not drawn) |
| -1.8 | 0.07 | O=C(Nc1cccc(Cl)c1Cl)C1CCCC1 |
| -2.0 | 0.19 | CC1CCc2sc(C(=O)N/N=C/c3ccc([N+](=O)[O-])cc3)cc2C1 (stereo not drawn) |
| -1.2 | -0.42 | COc1ccc(C)cc1-n1nnnc1SCC(=O)Nc1cc(C)on1 |
| -1.6 | 1.9 | N#Cc1cc(Sc2ccccn2)c(Sc2ccccn2)cc1C#N |
| -3.0 | -0.36 | CC(=O)Nc1cccc(Oc2nc(-c3ccccn3)nc3ccccc23)c1 |
| -1.9 | -0.05 | O=C(Cn1nnc2c(cnn2-c2ccccc2)c1=O)N1CCN(c2ccccc2F)CC1 |
